# Source: PubChem
# hgDAF12 agonist – agonists of H. glycines DAF-12 nuclear receptor. AID 687014. activation, % at 6.8 µM. HEK293 GAL4-hgDAF12 UAS-luciferase reporter, agonist luminescence; normalized to butyrate control. 1.8% of 370,000 active;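 active = activation above a cutoff set at the mean of all screened compounds plus 3 SD, cut at about 10% in these data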;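 also: 0% = DMSO wells and 100% = sodium butyrate wells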
# hcDAF-12 act – H. contortus DAF-12 activation, primary screen | HEK293 hcDAF-12 lit1-tk-luc reporter, luminescence; 0% DMSO, 100% Δ7-dafachronic acid | activation, % at 6.8 µM | 1.4% of 370,000 active;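 active = activation above the mean of all tested compounds plus 3 SD, cut at about 5.5% in these data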;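 also: 100% = response to 3 µM Δ7-dafachronic acid high control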
# PLCb3 inh – blocks human PLC-beta3 enzyme activity. Purified PLC-beta3, fluorogenic substrate, fluorescence. inhibition, % at 12.2 µM. 0.18% of 370,000 active. AID 720704; in the data active = inhibition above about 11%;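 also: 0% = median of compound wells on plate and 100% = full blocker control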
# HGIII-sPLA2 inh – Inhibits HGIII-sPLA2 liposome hydrolysis, primary screen; Q9NZ20; QFRET BODIPY PC-A2 liposome hydrolysis, fluorescence; inhibition, % at 12.2 µM; 0.56% of 370,000 active;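 active = inhibition above mean plus 3 SD of compounds lying within the high and low control bounds, cut at about 19% in these data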;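 also: 0% = median of test compound wells and 100% = no enzyme DMSO wells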
# Target sequence (Q9NZ20 whole entry, looked up): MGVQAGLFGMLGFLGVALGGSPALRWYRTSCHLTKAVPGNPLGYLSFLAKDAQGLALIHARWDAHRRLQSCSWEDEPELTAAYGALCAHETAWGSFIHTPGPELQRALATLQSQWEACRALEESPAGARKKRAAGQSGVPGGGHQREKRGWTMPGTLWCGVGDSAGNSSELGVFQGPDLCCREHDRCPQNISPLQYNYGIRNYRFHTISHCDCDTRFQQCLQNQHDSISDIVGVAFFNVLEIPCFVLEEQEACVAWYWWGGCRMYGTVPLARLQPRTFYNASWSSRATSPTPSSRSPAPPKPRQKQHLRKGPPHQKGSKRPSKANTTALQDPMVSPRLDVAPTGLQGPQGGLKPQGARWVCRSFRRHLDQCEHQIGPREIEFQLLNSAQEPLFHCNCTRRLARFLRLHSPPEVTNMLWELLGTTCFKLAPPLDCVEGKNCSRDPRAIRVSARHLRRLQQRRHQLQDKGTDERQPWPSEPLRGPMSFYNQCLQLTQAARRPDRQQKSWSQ
# DAX1 inh-1 – DAX1 (NR0B1) inhibition, primary screen; inhibition, % at 6.8 µM; HEK293T StAR-luciferase reporter, SF-1/DAX-1 repression relief; 1.1% of 370,000 active; AID 652010;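 active = inhibition above the mean over all tested compounds plus 3 SD, cut at about 3.6% in these data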;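 also: 0% = DAX-1 cells with DMSO and 100% = cells lacking DAX-1 with DMSO; higher inhibition means more luminescence from relief of DAX-1 repression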
# PG9 binder – PG9 antibody binding by small molecule | 0.43% of 360,000 active | TR-FRET gp120-PG9 antibody binding | inhibition, % at 6.7 µM; in the data active = inhibition above about 8.5%
# FXN GAA850 act – frataxin GAA850 promoter activation; HEK293 lucGAA850 FXN promoter luciferase reporter, 24 h; percent of 10 µM SAHA response; activation, % at 6 µM; 0.56% of 360,000 active; AID 540364;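 active = activation above the average of all compounds screened plus 3 SD, cutoff fixed separately per campaign, cut at about 7.5% in these data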;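 also: 0% = DMSO wells and 100% = 10 µM SAHA wells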
# DAX1 inh-2 – inhibitors of human orphan nuclear receptor DAX1 (NR0B1); 0.99% of 340,000 active; inhibition, % at 6.75 µM; AID 504766; HEK293 Gal4-DAX1 luciferase reporter, luminescence;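 active = inhibition above the mean over all tested compounds plus 3 SD, cut at about 4.2% in these data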;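 also: 0% = DAX1-transfected cells with DMSO and 100% = empty-vector control cells with DMSO; inhibition shows as a rise in luminescence from relieved DAX1 repression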
# SMARCA2 act – increases SMARCA2 function in MMTV reporter cells. activation, % at 9.1 µM. 1% of 370,000 active. MG213 cells, MMTV-luciferase reporter, dexamethasone, overnight; in the data active = activation above about 7.8%;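 also: 0% = vehicle wells and 100% = reference activator wells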
# ssDAF12 agonist – activators of S. stercoralis DAF-12 nuclear receptor; HEK293 ssDAF-12/GRIP1 lit1-tk-luc reporter, luminescence; % of 3 µM dafachronic acid response; 1% of 370,000 active; AID 652126; activation, % at 6.8 µM;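 active = activation above the mean over all tested compounds plus 3 SD, cut at about 0.9% in these data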;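 also: 0% = DMSO-only wells and 100% = 3 µM delta7-dafachronic acid wells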
# Rev-erbA mod – modulators of human Rev-erb alpha DNA binding. P20393. Rev-erbα–FITC-DNA binding, fluorescence polarization, 90 min. activity, % at 10 µM. 0.79% of 370,000 active. AID 1259318;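 active = activity above about 14%, limit read from the data; passing the limit was not always enough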;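 also: 0% = DMSO wells with 35 nM protein and 100% = DMSO wells with 750 nM protein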
# Target sequence (P20393 whole entry, looked up): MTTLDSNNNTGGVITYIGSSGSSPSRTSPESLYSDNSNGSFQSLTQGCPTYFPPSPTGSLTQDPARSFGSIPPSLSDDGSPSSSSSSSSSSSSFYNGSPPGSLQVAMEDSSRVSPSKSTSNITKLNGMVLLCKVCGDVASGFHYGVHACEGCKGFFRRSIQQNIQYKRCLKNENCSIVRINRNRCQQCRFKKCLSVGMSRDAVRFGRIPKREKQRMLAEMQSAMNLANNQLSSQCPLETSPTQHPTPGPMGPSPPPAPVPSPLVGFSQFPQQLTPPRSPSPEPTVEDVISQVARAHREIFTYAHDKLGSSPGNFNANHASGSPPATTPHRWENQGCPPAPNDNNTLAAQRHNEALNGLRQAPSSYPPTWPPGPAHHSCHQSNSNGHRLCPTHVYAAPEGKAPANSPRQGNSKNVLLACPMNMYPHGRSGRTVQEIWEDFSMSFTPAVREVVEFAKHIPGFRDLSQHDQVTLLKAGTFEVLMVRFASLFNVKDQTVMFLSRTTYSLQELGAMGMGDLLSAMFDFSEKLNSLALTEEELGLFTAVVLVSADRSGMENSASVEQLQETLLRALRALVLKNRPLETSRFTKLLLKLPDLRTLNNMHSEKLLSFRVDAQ
# Numbers without * were called inactive; / = not tested or not shown.
SMILES,hgDAF12 agonist,hcDAF-12 act,PLCb3 inh,HGIII-sPLA2 inh,DAX1 inh-1,PG9 binder,FXN GAA850 act,DAX1 inh-2,SMARCA2 act,ssDAF12 agonist,Rev-erbA mod
Cc1cccc(C)c1NC(=O)CN1CCN(C(=O)CNC(=O)c2ccc(N3CCCC3=O)cc2)CC1,1.8,-1.3,-1.0,2.9,2.1,-2.9,2.7,0.7,4.5,-1.4,-8.8
CC(C)Cn1c(SCc2nnc(-c3cccs3)o2)nc(O)cc1=O,1.3,0.8,1.5,-1.0,0.3,-0.9,-1.7,-0.1,-0.8,-1.0,-4.9
CCCC(c1nnnn1C1CCCCC1)N1CCN(C(=O)c2ccco2)CC1 (stereo not drawn),2.0,-0.8,-4.0,0.3,0.4,0.4,1.2,0.3,-2.4,-0.5,7.5
CCOc1ccc(/C=C/C(=O)N(C)CC(=O)Nc2cccc(F)c2)cc1OCC,-1.4,-2.0,-10.4,1.1,-5.0,-1.7,0.9,-0.2,-1.4,-1.0,-2.1
N#Cc1ccc(-c2ccc(C3Nc4ccccc4C(=O)N3O)o2)cc1 (stereo not drawn),1.6,-1.6,-56.1,-15.4,-0.2,-1.4,0.8,0.7,0.1,-1.7,-7.8
NS(=O)(=O)c1ccc(CNC(=O)COc2ccc3c4c(c(=O)oc3c2)CCCC4)cc1,0.4,1.2,-7.0,17.2,-1.6,1.2,-0.4,1.3,-0.5,-1.1,0.4
Cc1[nH]c2ccc3ccccc3c2c(=O)c1C/C=C/Cl,2.6,3.6,-2.8,6.4,-0.1,2.7,0.4,0.1,1.0,0.7,7.6
CCOC(=O)C1=C2N(C)c3ccccc3N2CCC1=O,-0.1,-1.0,2.5,-5.5,0.9,-0.2,-1.1,-0.7,0.9,-0.9,-0.3
CN1CCN(C(=O)N(c2ccccc2)c2ccccc2)CC1,-0.2,-0.5,-1.9,-1.7,-0.2,-2.9,-0.4,1.4,-3.7,-1.8,-2.7
O=C(CN1C(=O)C2(OCCO2)c2cc(Br)ccc21)NO,-1.5,2.2,-0.2,-3.2,-0.6,-0.9,1.6,-0.8,-6.0,-1.3,-0.8

# By substructure: those above with sulfur (2)
SMILES,hgDAF12 agonist,hcDAF-12 act,PLCb3 inh,HGIII-sPLA2 inh,DAX1 inh-1,PG9 binder,FXN GAA850 act,DAX1 inh-2,SMARCA2 act,ssDAF12 agonist,Rev-erbA mod
CC(C)Cn1c(SCc2nnc(-c3cccs3)o2)nc(O)cc1=O,1.3,0.8,1.5,-1.0,0.3,-0.9,-1.7,-0.1,-0.8,-1.0,-4.9
NS(=O)(=O)c1ccc(CNC(=O)COc2ccc3c4c(c(=O)oc3c2)CCCC4)cc1,0.4,1.2,-7.0,17.2,-1.6,1.2,-0.4,1.3,-0.5,-1.1,0.4

# Further structures.
SMILES,hgDAF12 agonist,hcDAF-12 act,PLCb3 inh,HGIII-sPLA2 inh,DAX1 inh-1,PG9 binder,FXN GAA850 act,DAX1 inh-2,SMARCA2 act,ssDAF12 agonist,Rev-erbA mod
COc1ccccc1S(=O)(=O)NCc1ccc(C(=O)N(C)Cc2ccc(F)cc2)cc1,1.3,-1.1,-6.3,-13.6,-2.3,-1.3,-1.8,-1.0,0.4,-1.0,0.5
Cc1cccc[n+]1CC(=O)Nc1ccccc1,1.9,-1.2,3.4,4.2,0.1,0.6,1.9,-0.2,-0.7,-0.3,8.2
CC(C)(C)c1ccc(CC(=O)N2CCC2(C)C(=O)NCc2cccc3ccccc23)cc1 (stereo not drawn),2.5,-0.6,1.3,-16.2,-1.3,0.4,-0.1,/,-3.0,-0.4,-3.5
CCCn1c(SC(C(=O)Nc2cc(C)ccc2OC)c2ccccc2)nc2ccccc2c1=O (stereo not drawn),-2.6,-1.5,1.6,1.9,-0.3,-1.3,1.3,-0.2,-1.0,-1.2,2.4
Cc1ccc2nsnc2c1S(=O)(=O)N1CCCC1,1.1,-1.6,2.5,10.0,0.7,-0.4,1.9,0.8,-0.1,-1.2,3.8
Cc1ccccc1COn1nnc2ccc(S(=O)(=O)N3CCOCC3)cc21,-1.0,-1.9,1.0,-1.4,0.1,0.3,4.0,0.0,-0.8,-0.9,-1.6
CCOc1ccc(NC(=S)NN(C)C(=S)Nc2ccc(OCC)cc2)cc1,-0.6,-0.9,-2.4,14.2,-0.7,0.8,3.7,0.0,-2.2,-1.2,-2.9
CCOC(=O)CNC(=O)C1CCCc2c1[nH]c1ccc(Cl)cc21 (stereo not drawn),6.2,-0.2,1.5,-12.9,1.0,-2.7,-0.3,1.0,-0.2,-1.1,-4.7
COc1ccc(S(=O)(=O)NC(=O)C2(C)CCN2C(=O)Cc2cc(C)cc(C)c2)cc1 (stereo not drawn),1.5,1.0,-7.8,6.1,1.7,1.7,1.1,/,-0.9,-1.5,-3.7
CCc1nc(N)c(C#N)c(-c2cccn2C)c1C,-2.9,-1.1,-87.2,1.8,0.5,-1.5,1.6,0.0,-3.8,-1.6,2.5
Cc1noc(C)c1C(=O)Nc1nc(-c2ccccc2Cl)cs1,1.1,1.0,-2.9,-8.8,-0.1,0.5,1.0,-1.6,-0.3,-1.4,2.6
Cc1c(C(=O)NCCCN2CCCC2=O)oc2ccc(S(=O)(=O)N3CCOCC3)cc12,-0.8,-1.3,1.9,2.4,0.3,-0.3,0.5,-0.5,1.5,-0.5,-3.1
CCCC[C@@H]1C[C@H]1[C@@H](NC(=O)c1ccccc1)c1ccccc1C(F)(F)F,-0.2,-2.4,0.7,0.6,0.2,-1.2,0.0,0.2,1.6,-1.5,1.1
CCOC(=O)C1(CC2CCCCO2)CCN(S(=O)(=O)c2ccc(OC)cc2)CC1 (stereo not drawn),1.8,-0.9,2.9,-3.6,0.9,-0.9,-1.0,1.5,-1.6,-1.1,-1.3
Cc1ccc(-c2nc3c(c(SCC(=O)N4CCOCC4)n2)Cc2c(CO)cnc(C)c2O3)cc1,-0.3,-3.3,-11.8,-4.6,-2.8,-0.1,-1.0,-0.4,0.2,-1.5,-3.1
COc1ccc(C2OC(=O)CC2C(=O)NCc2ccc(C)cc2)cc1OC (stereo not drawn),-0.4,-0.1,-1.4,5.1,0.0,-3.7,2.6,-0.4,1.9,-1.6,-2.6
COc1ccc(OCC(=O)Nc2ccc3c(c2)nc(CN2CCN(C(C)=O)CC2)n3C)cc1,-1.6,-0.3,-6.3,6.7,-0.6,1.6,0.1,2.4,-7.0,-0.4,0.8
CCOc1ccc(C(=O)OCC(=O)Nc2ccc(SC(F)F)cc2)cc1OCC,-0.8,-2.9,-5.4,-0.4,-0.1,-0.2,1.4,-1.2,-1.4,-0.5,-9.2
CC1(C)C(=S)N(Cc2ccccc2)c2ccccc21,-1.4,-1.6,-8.7,7.4,0.4,1.1,2.4,3.0,-3.9,-0.4,5.4
OCCOCCn1c(CCNc2nc(-c3ccc(Cl)cc3)cs2)nc2cc(Cl)c(Cl)cc21,-1.0,-1.1,0.4,-6.5,-0.4,-0.2,0.9,-1.9,-1.9,-1.5,2.0
O=C(CCCCn1c(=O)[nH]c2ccccc2c1=O)NCCC1=CCCCC1,0.3,-0.8,2.4,3.0,0.4,0.5,-1.1,-0.8,-0.6,-0.8,2.2
COc1c(S(=O)(=O)N2CCCC2)ccc(Cl)c1Cl,-3.1,-1.2,2.5,-3.4,-0.8,0.4,4.1,-0.7,-0.1,-1.1,1.5
COc1ccccc1N1CCN(CCCCN2C(=O)C3CCCN3C2=O)CC1 (stereo not drawn),2.5,-1.7,-5.5,8.0,0.1,-1.1,1.3,0.3,-1.7,-1.2,2.6
Cc1cccc(OCc2nnc(SCC(=O)N3CCN(c4ccccc4)CC3)o2)c1C,-1.8,-1.1,2.7,-6.5,-0.2,-0.3,0.6,-0.1,-2.0,-1.6,0.4
CCOC(=O)C1CCN(C(=O)c2ccccc2NC(=O)C2=C(C)OCCS2)CC1,1.4,2.4,-6.8,5.2,-1.1,0.8,0.2,0.6,-2.3,-1.5,3.9
Cc1ccc(C)c(N2CCN(c3ncccc3[N+](=O)[O-])CC2)c1,-4.3,-2.1,-3.9,1.7,-0.8,-0.1,-4.7,-0.9,0.0,-1.6,1.1
Cc1cccc(C(C(=O)NC2CCCC2)N(Cc2cccnc2)C(=O)c2csnn2)c1 (stereo not drawn),0.9,-0.2,0.1,-2.5,0.4,-1.4,-1.1,0.5,-1.0,-1.1,2.3
COc1ccc(S(=O)(=O)Cc2ccc(C(=O)N3CCN(c4ncccn4)CC3)o2)cc1,-1.9,-1.8,-4.6,3.6,-0.7,1.1,0.9,0.1,0.7,-1.3,-3.7
CC(C)(C)c1ccccc1N=Cc1ccc2ccccc2n1,1.6,3.0,6.7,-3.7,-0.1,1.6,0.5,-0.1,1.4,-0.4,6.1
COc1ccc(CCNC(=O)c2cc(C3CC3)nc3c2cnn3C(C)C)cc1,1.9,0.1,-16.3,2.1,0.1,-1.7,1.2,-0.8,-3.1,-1.5,-2.4
COc1ccc(CCC(=O)OCc2csc(CC(=O)Nc3ccc(C)cc3)n2)cc1OC,0.8,0.4,-3.7,-49.9,0.7,-1.6,0.5,0.7,2.0,-1.0,5.1
Cc1ccc(CNC(=O)CSc2nnc(CNC(=O)c3ccccc3)o2)cc1,0.5,-0.9,-5.2,1.2,0.7,-1.2,0.6,-0.1,-0.7,-1.2,-1.1
Cn1c(CC(=O)NNC(=O)c2ccccc2[N+](=O)[O-])nc2ccccc21,0.0,1.1,-1.1,-6.9,-0.7,-0.7,2.8,-1.2,2.0,-0.5,-2.4
O=C(Nc1c(-c2ccc(F)cc2)nc2ncccn12)c1ccccc1,3.0,-1.9,-282.9,7.5,-0.7,/,/,/,-0.6,-0.3,1.3
Cc1cc(-c2nnc(CCC(=O)NC(C)c3cccc4ccccc34)o2)no1 (stereo not drawn),-0.8,-0.8,-3.2,3.8,0.0,0.1,2.3,1.8,0.1,-1.2,-3.3
COC1CCCN(C(=O)c2ccc3oc(Cc4ccc(Cl)cc4)nc3c2)C1 (stereo not drawn),2.3,-0.7,-2.3,-15.2,-2.0,1.8,2.8,1.1,-2.0,-0.6,-2.3
O=C(Nc1nc2ncccn2c1-c1ccc(F)cc1)c1ccccc1,-2.1,0.1,-151.7,7.7,0.0,/,/,/,-2.7,-0.6,-3.9
COc1ccc(CCNC(=O)c2ccc(Cl)cc2)cc1,-0.2,-0.5,2.6,-6.2,-0.2,-1.3,-0.8,0.0,-2.5,-1.1,-3.6
Cc1cc(C(C)(C)C)nc2[nH]n(-c3ccccc3)c(=O)c12,-1.9,-2.3,-11.2,10.1,-0.2,-2.2,-3.1,-0.4,0.2,-1.7,-2.6
CC(=O)c1ccc(NC(=O)C2CC(=O)Nc3nc4ccccc4n32)cc1 (stereo not drawn),0.4,-1.1,-1.0,-0.2,1.0,-0.4,0.2,3.4,0.0,-1.3,3.5
C[C@@H]1NC(=O)N[C@@H]1CCCCCC(=O)O,0.9,-0.8,3.7,-4.1,-0.9,0.6,0.9,-0.1,-3.5,-1.1,-10.1
CCOc1ccc(C(CC(=O)O)NC(=O)c2ccco2)cc1 (stereo not drawn),-2.7,-2.0,2.3,-0.1,0.0,0.5,1.1,2.2,-3.9,-0.7,3.2
C/C(=N\NC(=O)C1(C)NC(C)(C)Cc2ccccc21)c1ccccc1 (stereo not drawn),0.1,1.3,-4.6,5.8,1.1,-0.8,-1.0,-0.1,-4.4,-0.8,-0.1
